Screening data deposited in PubChem by National Center for Advancing Translational Sciences (NCATS).
FBPA Giardia inh – inhibitors of Giardia lamblia fructose-1,6-bisphosphate aldolase; Potency, µM (series often up to 59.6 µM), inactives show at the highest dose activity, negative = inhibition, hits mostly inhibitors; AID 2451; 290,000 tested, 0.71% active; purified Giardia FBPA; A8B2U2; note: potency is the fitted concentration of half-maximal effect; nearly all actives have a fitted effect of over 55% in size
Target sequence (A8B2U2 whole entry, looked up): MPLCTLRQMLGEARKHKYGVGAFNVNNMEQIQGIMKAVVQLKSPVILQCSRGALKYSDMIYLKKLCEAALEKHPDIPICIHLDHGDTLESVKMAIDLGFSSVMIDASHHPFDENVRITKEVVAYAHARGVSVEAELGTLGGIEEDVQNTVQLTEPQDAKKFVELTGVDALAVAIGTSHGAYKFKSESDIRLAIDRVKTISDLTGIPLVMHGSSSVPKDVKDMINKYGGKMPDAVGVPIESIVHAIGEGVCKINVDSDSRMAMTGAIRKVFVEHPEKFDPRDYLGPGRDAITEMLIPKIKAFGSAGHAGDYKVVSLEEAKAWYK
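40 nM FBPA preincubated 10 min at RT with compound (up to 57.5 uM final), then substrate plus GAPDH/TPI/NAD/arsenate coupling and diaphorase/resazurin added. Fluorescence read after 20 min at RT, 525/598 nm.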
AmpC inh no detg – inhibitors of E. coli AmpC beta-lactamase without detergent; 330,000 tested, 0.52% active; P00811; AmpC nitrocefin hydrolysis, absorbance 480 nm, 0.0001% Triton; Potency, µM (top dose mostly 57.1 µM), without a hit: at the top dose activity change, negative = inhibition, usual class: inhibitors;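 note: potency is the fitted concentration of half-maximal effect; plate controls were no compound for no effect and no enzyme for full effect; nearly all actives have a fitted effect of over 20% in size; some results filed as inactive show a strong effect at the top dose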
Target sequence (P00811 whole entry, looked up): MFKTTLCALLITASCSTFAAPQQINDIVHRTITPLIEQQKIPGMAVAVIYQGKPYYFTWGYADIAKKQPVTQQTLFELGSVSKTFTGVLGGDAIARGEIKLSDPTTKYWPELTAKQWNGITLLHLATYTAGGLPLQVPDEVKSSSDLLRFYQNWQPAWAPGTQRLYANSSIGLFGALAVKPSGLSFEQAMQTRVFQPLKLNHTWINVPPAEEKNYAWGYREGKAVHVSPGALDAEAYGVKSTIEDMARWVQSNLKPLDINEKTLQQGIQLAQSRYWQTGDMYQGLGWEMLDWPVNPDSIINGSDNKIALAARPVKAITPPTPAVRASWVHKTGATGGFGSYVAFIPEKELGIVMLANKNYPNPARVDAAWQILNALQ
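AmpC (5.3 nM in the dispensed reagent) in 20 mM phosphate pH 7.0 with 0.01% (detergent screen) or 0.0001% Triton X-100 was preincubated with compounds for 15 min at room temperature. Nitrocefin was then added from an 800 uM solution, and hydrolysis was followed at 480 nm.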
AmpC detergent – AmpC beta-lactamase inhibition with detergent present | Potency, µM (top dose mostly 114 µM), without a hit: top-dose activity change, negative = inhibition, usual class: inhibitors | P00811 | AmpC hydrolysis of nitrocefin, absorbance 480 nm, 0.01% Triton | 370,000 tested, 0.041% active;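 note: potency is the fitted concentration of half-maximal effect; 0% = no-compound wells and -100% = no-enzyme wells; nearly all actives have a fitted effect of over 25% in size; some results filed as inactive show a strong effect at the top dose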
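AmpC (5.3 nM in the dispensed reagent) in 20 mM phosphate pH 7.0 with 0.01% (detergent screen) or 0.0001% Triton X-100 was preincubated with compounds for 15 min at room temperature. Nitrocefin was then added from an 800 uM solution, and hydrolysis was followed at 480 nm.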
Sm TGR block – blocks Schistosoma mansoni thioredoxin glutathione reductase; purified TGR, DTNB reduction, TNB absorbance 405 nm; 360,000 tested, 3% active; Potency, µM (highest dose often 114 µM), without a hit: top-dose activity change, negative = inhibition, usual class: inhibitors; note: potency is the fitted concentration of half-maximal effect; nearly all actives have a fitted effect of over 60% in size
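Kinetic colorimetric format: TGR-catalysed, NADPH-driven DTNB reduction monitored via TNB absorbance. Enzyme dispensed at 20 nM; compound exposure 15 min at room temperature before reaction start.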
AMA1 RON2 block – disrupts binding of P. falciparum AMA1 to RON2 | 360,000 tested, 0.2% active | Potency, µM (titrated, usually from 58.2 µM), without a hit: at the top dose activity change, negative = inhibition, actives largely listed as inhibitors | AlphaScreen AMA1-biotinylated RON2 peptide binding;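 note: potency is the fitted concentration of half-maximal effect; 0% = vehicle wells and -100% = peptide control; nearly all actives have a fitted effect of over 45% in size; some results filed as inactive show a strong effect at the top dose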
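AMA1 (3D7) with his tag at 25 nM final met compounds first, then biotinylated RON2 peptide at 25 nM; detection used donor plus acceptor beads, 10 µg/mL apiece, read by AlphaScreen after 30 min at room temperature.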
HCMV antiviral – human cytomegalovirus inhibition | activity change, negative = inhibition, % at 57.5 µM | HFF cells, HCMV-luciferase reporter, 72 h; hits give low values | 410,000 tested, 4.5% active; in the data active = activity change below about -60%; inconclusive = no clear call, values can overlap the other calls; inactive = above about -39%
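Two compound doses tested in HFFs infected with HCMV-luciferase, MOI 1 PFU/cell, 72 h at 37C. Lysate luminescence read with OneGlo; data normalized against buffer-only and 10uM Salinomycin inhibitor controls.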
An asterisk follows results filed as active; ? = inconclusive; . = not tested or not shown; & = joins results of further samples; [ ] = remark or other dose. Unless noted, calls come from the whole dose curve; as a rule, active = well fitted curve in the direction sought with a large enough effect; inconclusive = small, poorly fitted or top-dose-only effect, or another doubt; inactive = no such curve, though single readings can be large; an effect the other way counts as inactive or inconclusive. Unless noted, % is set by controls: 0 for no effect and ±100 for the full control effect.

Below each compound: FBPA Giardia inh	AmpC inh no detg	AmpC detergent	Sm TGR block	AMA1 RON2 block	HCMV antiviral
Cc1cc(C)cc(NC(=O)CN2C(=O)NC(Cc3c[nH]c4ccccc34)C2=O)c1 (centres undefined)
    .	-34%	.	.	-7%	0
COC(=O)c1ccc(NC(=O)CCS(=O)(=O)c2ccc3c(c2)NC(=O)C(C)S3)cc1 (centres undefined)
    .	-25%	-4%	7%	-10%	-8
Cc1c(Cl)cccc1NC(=O)Cn1nc(C)c2sc3ccccc3c2c1=O
    .	.	4%	-2%	.	10
Nc1ccccc1C#Cc1ccccc1
    0%&-14%	-20%	-3%	-27%	5%	23
[O-][n+]1c2c(nn1-c1ccc(Cl)c(Cl)c1)-c1nonc1CC2
    5%	-13%	2%	46%[activator]	-6%	?
O=C(Nc1ccc(CN2CCOCC2)cc1)c1ccc(N2CCCC2)c([N+](=O)[O-])c1
    -2%	11%[2.29 µM]	?	1%	-30%	-21
CCCn1ncc(CN2CCC(CO)(CC3CCCCO3)CC2)c1C (centres undefined)
    2%	-15%	-3%	2%	-15%	-5
CCN(CCO)Cc1cc(=O)oc2cc3c(cc12)CCC3
    4%	-16%	-9%	?	-16%	-3
Cc1ccc(-n2nc(C)c3c(C)cc(=O)n(CC(=O)N4CCCc5ccccc54)c32)cc1
    .	.	-3%	-7%	.	7
C=CCN(CC#CCOc1ccccc1OC)CC=C
    20µM*	0%[2.29 µM]	-3%	-2%	.	.
CCN(C(=O)Cn1c(=O)oc2ccccc21)c1cccc(C(F)(F)F)c1
    0%	-5%	-10%	18%	25%	5
Cc1cc2nc(-c3ccc[nH]c3=O)[nH]c2cc1C
    7%	-12%	0%	5%	51%[activator]	58
Nc1cc(S(=O)(=O)Nc2ccc(Cl)cc2)ccc1N1CCOCC1
    -8%	-27%	-1%	10%	-7%	-72*
O=C(CN1CCN(C(=O)C2CC2)CC1)Nc1cc(C(F)(F)F)cc(C(F)(F)F)c1
    .	136%[activator]	1%	-10%	3%[11.6 µM]	19
COc1ccccc1NC(=S)NCCSc1ccc(C)cc1
    0%	-33%	-3%	-4%	10%	-20
COc1ccc(-c2ccccc2[C@H]2[C@@H]3C=CC[C@@H](C)[C@@H]3C(=O)N2Cc2ccccc2)cc1
    -1%	-1%	.	.	-12%	-25
O=C1[C@H]2[C@@H](c3ccc(F)cc3)N3C(=O)N(c4ccccc4)C(=O)[C@@]3(Cc3ccccc3)[C@H]2C(=O)N1C1CCCCC1
    .	39%	-5%	-4%	-6%	-9
CC1SCC(=O)N(CC(=O)NCc2ccccc2)C1=O (centres undefined)
    3%	-15%	?	5%	4%	-18
Cn1c(=O)c2c(SCC(=O)N3CCc4ccccc43)nc(-c3ccc(Cl)cc3)nc2n(C)c1=O
    .	.	18%	0%	.	18
CCOc1ccc(C(c2nnnn2C(C)(C)C)N2CCN(C(=O)c3ccco3)CC2)cc1 (centres undefined)
    .	104%[activator]	-9%	-13%	-10%	-19
CN1C(C(=O)NCc2cccc(Br)c2)CC2Cn3c(nc4cc(Cl)c(Cl)cc43)C21 (centres undefined)
    0%	123%[activator]	-5%	15%	-3%	17
CC(/C=N\N1CCN(Cc2ccc(C)cc2)CC1)=C\c1ccccc1
    1%	-6%	-14%	-2%	?	-18
CCc1ccccc1NC(=O)N[C@@H](C)C(=O)O
    -1%	-13%	?	1%	7%	23
CCN(CC)S(=O)(=O)c1ccc(N2CCCC2)c(NC(=O)Cc2cc(OC)c(OC)c(OC)c2)c1
    .	57%	7%	-2%	-2%	-1
CC1CCN(C(=O)c2ccc(N3CCOCC3)c([N+](=O)[O-])c2)CC1
    .	4%	.	.	0%	19
O=C(Oc1ccc(-c2cnc3ccccc3n2)cc1)c1ccc(Cl)c([N+](=O)[O-])c1
    -6%	-11%	0%	2%	-2%	31
Cc1cc(C)c(C#N)c(SCC(=O)C2CC2)n1
    -4%	-7%	-5%	-5%	18%	37
Cc1cccc(-c2nc(SCCCOc3ccccc3Cl)n3[nH]c(=O)cc3n2)c1
    .	.	-5%	5%	.	52
CCN1CCN(C(=O)C2CCCN(c3ncnc4c3nc3n4CCCCC3)C2)CC1 (centres undefined)
    .	28%	0%	-1%	12%	-21
O=C(CCS(=O)(=O)Cc1ccccc1F)NCc1ccccc1Cl
    -3%	-21%	-12%	-15%	-7%	-40
O=C(/C=C/c1ccc([N+](=O)[O-])cc1)Oc1ccc(/C=N/NC(=O)c2ccncc2)cc1
    .	-6%	-1%	-2%	-6%	-1
CCOc1ccccc1C(=O)NCC(=O)OCC(=O)c1ccc2c(c1)OCCO2
    -10%	-2%	-8%	-2%	3%	38
CC(=O)N1CCC(C(=O)NC2CC(C)(C)Cc3c2cnn3-c2ccc(F)cc2)CC1 (centres undefined)
    .	54%	-7%	-18%	-6%	-14
N#CC(C(=O)C12CC3CC(CC(C3)C1)C2)c1nc2ccccc2[nH]1 (centres undefined)
    3%	-32%	-13%	6%	-1%	37
Cn1c(SCC(=O)NC(C)(C)C)nnc1-c1cccc(NC(=O)c2ccccc2F)c1
    4%	3%	2%	-15%	-7%	-11
COc1cc(C)c(NC(=O)COc2cccc3c2OC(C)(C)C3)cc1OC
    .	81%[activator]	-5%	1%	-4%	.
CCN(CC)C1CC(=O)N(c2cccc(C)c2)C1=O (centres undefined)
    -1%	-23%	?	3.5µM*	.	.
O=C(CC(=O)Nc1ccc(Cl)c(Cl)c1)N/N=C/c1ccc(O)cc1
    -10%	-33%	-4%	-1%	-1%	40
Cc1cc(NS(=O)(=O)c2ccc(NC(=O)CSc3nc4sc(C(=O)O)c(C)c4c(=O)[nH]3)cc2)no1
    21%	-12%	3%	10%	18%	8
O=C(Nn1c(O)c(C=C2N=c3ccccc3=N2)sc1=S)c1cccc(Cl)c1
    -18%	?	-12%	-2%	29%	4
COc1cc(C2CC(=O)Nc3cc4c(cc32)OCCO4)cc(OC)c1O (centres undefined)
    .	.	2%	2%	.	-25
COc1ccc(S(=O)(=O)Nc2ccc(S(=O)(=O)Nc3nccs3)cc2)cc1
    7%	-41%	2%	-2%	-16%	97
O=C(Nc1ccccc1F)c1ccc(-n2cncn2)nc1
    1%	-15%	0%	0%	-5%	?
O=C(NCc1cccs1)c1ccccc1
    0%	-7%	-11%	9%	4%	-24
COc1ccc(NC(=O)COc2ccc(-n3cnnn3)cc2)cc1OC
    .	-13%	-6%	1%	-4%	-6
COc1ccc(CCCNC(=O)CC#N)cc1OC
    0%	-8%	-13%	4%	-7%	5
COc1ccc(/C=C/C(=O)NC(=S)NCc2ccccc2)cc1OC
    -5%	1%	2%	-3%	31%[activator]	?
COc1ccc(C(=O)Nc2ccc3oc(-c4ccc(OC)cc4)nc3c2)cc1
    .	.	0%	3%	.	59
N#CCOC(=O)c1c2c(nc3ccccc13)CCC2
    1%	-32%	-10%	4%	12%	-9
CCOc1ccc(C2CC(=O)c3c([nH]c(C(=O)OCCOc4ccccc4)c3C)C2)cc1 (centres undefined)
    .	.	-1%	-1%	.	-106*
C[C@@H]1CN(C(=O)c2nc3ccc(Cl)cn3c2CN2CCc3sccc3C2)C[C@H](C)O1
    -23%	111%[activator]	6%	-32%	2%	?
CCOC(=O)c1cc2c(nc1N)CC(C)(C)OC2
    4%	-3%	0%	0%	0%	7
O=C1/C(=C/c2cccs2)N=C(c2cccs2)N1Nc1ccccc1
    -2%	-27%	1%	2%	-21%	?
CC(C)c1ccc(C(C(=O)NC2CCCCC2)N(C(=O)c2csnn2)C2CC2)cc1 (centres undefined)
    3%	0%	3%	-8%	-4%	-27
Cn1cc(C(=O)N2CCC3(CC2)OCCO3)c2c3ccccc3n(C)c2c1=O
    3%	36%	6%	0%	-5%	105
CC(C)(C)C(=O)Nc1cc2c3c(c1)CCN3C(=O)CC2
    -6%	3%	2%	-7%	13%	0
CC1(C)CC(CNCCC(c2ccc(F)cc2)c2ccco2)CCO1 (centres undefined)
    2%	0%	1%	-4%	-12%	-8
Cn1cc(CN2CCC(n3nccc3NC(=O)CCCc3ccccc3)CC2)cn1
    .	21%	-10%	-13%	-1%	-2
Cc1ccc2nc(SCC(=O)N3CCN(C(=O)c4ccco4)CC3)[nH]c2c1
    2%	-8%	4%	6%	-2%	11
COc1ccccc1-c1nnc(NC(=O)c2ccc(S(=O)(=O)N(C)C)cc2)o1
    6%	-26%	-12%	0%	64%[activator]	0

Shown as labelled records: part of the list above.
COc1ccc(S(=O)(=O)Nc2ccc(S(=O)(=O)Nc3nccs3)cc2)cc1
  FBPA Giardia inh: 7%
  AmpC inh no detg: -41%
  AmpC detergent: 2%
  Sm TGR block: -2%
  AMA1 RON2 block: -16%
  HCMV antiviral: 97
O=C(Nc1ccccc1F)c1ccc(-n2cncn2)nc1
  FBPA Giardia inh: 1%
  AmpC inh no detg: -15%
  AmpC detergent: 0%
  Sm TGR block: 0%
  AMA1 RON2 block: -5%
  HCMV antiviral: ?

Next section
Below each compound: FBPA Giardia inh	AmpC inh no detg	AmpC detergent	Sm TGR block	AMA1 RON2 block	HCMV antiviral
CCC(C)NC(=O)Cn1cccc1C(=O)c1ccccc1 (centres undefined)
    2%	0%	1%	3%	-16%	-7
O=C(CC1C(=O)NCCN1CC1CCCCC1)NCc1ccc(F)cc1F (centres undefined)
    1%	-6%	-7%	-2%	-5%	-32
O=C(COc1ccc([N+](=O)[O-])cc1)N(Cc1cccs1)C1CCS(=O)(=O)C1 (centres undefined)
    -8%	-38%	?	-15%	-6%	1
CCOc1cccc(-c2nnc3sc(C4CCCCC4)nn23)c1
    23%	19%	?	9%	-3%	?
Cc1cccc(C)c1OCC(=O)Nc1cccc(S(=O)(=O)N2CCCC2)c1
    .	-34%	?	-1%	10%	-24
O=C(NCc1ccccc1)N1CCC(CO)(CCc2ccccc2)CC1
    5%	60%	5%	12%	-2%	15
CCc1ccc(-c2cc(C)no2)cc1S(=O)(=O)Nc1ccccn1
    .	-8%	1%	2%	13%	16
COc1cc(-c2csc(CCn3nc(C)cc3C)n2)cc(OC)c1OC
    2%	23%	1%	-13%	-4%	6
O=S(=O)(Nc1ccc(Br)cc1)c1ccc2nc(-c3ccccc3)[nH]c2c1
    .	.	8%	1%	.	-29
COc1ccc(-c2nc(-c3cccnc3)no2)cc1
    3%	-10%	5%	12%	2%	87
CC(C)CNC(=O)CC(NCC(C)C)C(=O)O (centres undefined)
    -6%	-13%	-17%	6%	.	.
c1ccc(N2CCN(Cc3ccnc4ccccc34)CC2)cc1
    ?	-11%	3%	-10%	?	-83*
COc1ccc(-c2cc(C(F)(F)F)nc(SCC(=O)N3CCOCC3)n2)cc1OC
    7%	-12%	-4%	4%	5%	11
Cc1ccc2cccc(NC(=O)COc3cc(C)c(Cl)c(C)c3)c2n1
    .	.	4%	11%	.	-2

This is a random part of the collection; about 7.8% have a hit in one of these screens.
